SKN-1 inh – blocks SKN-1 activity in C. elegans; C. elegans VP596 Pgst-4::GFP/RFP ratio, acrylamide-induced, 24 h; inhibition, % at 21.8 µM; 0.49% of 360,000 active; AID 624304;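 active = interference check ratio from 0.5 to 1.5 plus GFP to RFP signal ratio inhibition reaching or exceeding a fixed threshold, cut at about 30% in these data, passing the limit was not always enough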; also: some compounds called inactive have numbers as strong as hits
DNMT1 inh – inhibitors of human DNMT1; AID 588458; DNMT1 molecular beacon, Hinp1I cleavage, fluorescence; 0.83% of 360,000 active; inhibition (reported as % activation of signal), % at 10 µM; P26358; in the data active = inhibition above about 50%
LMPTP inh – LMPTP (human) inhibition | AID 651560 | 0.22% of 360,000 active | recombinant LMPTP-A, OMFP fluorogenic substrate, fluorescence intensity | inhibition, % at 20 µM | P24666;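 active = compounds that cut the enzyme signal by at least half of the control window in the single-dose screen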;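 also: plate controls were DMSO wells with enzyme plus substrate for no effect and substrate without enzyme for full effect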
Target sequence (P24666 whole entry, looked up): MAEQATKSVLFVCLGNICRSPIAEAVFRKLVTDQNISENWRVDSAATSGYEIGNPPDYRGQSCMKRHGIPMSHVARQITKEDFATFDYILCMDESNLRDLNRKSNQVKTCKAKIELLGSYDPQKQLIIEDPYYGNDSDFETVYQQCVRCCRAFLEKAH
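Test system – LMPTP-A phosphatase enzyme · Quantity – 0.625 nM LMPTP-A final · Reagent – OMFP substrate, 400 µM final · Dosing – one test concentration per compound, 20 µM, with 3% DMSO overall · Timing – 50 min enzyme reaction at room temperature, protected from light · Detection – fluorescence intensity · Controls – substrate-only low control, DMSO enzyme-plus-substrate high control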
SUMO1 PPI mod – alters human SUMO1 binding to SIM partners; P63165; SUMO1 binding to a labelled peptide, TR-FRET, 1 h; inhibition, % at 20 µM; 0.33% of 360,000 active; in the data active = inhibition above about 37%
Target sequence (P63165 whole entry, looked up): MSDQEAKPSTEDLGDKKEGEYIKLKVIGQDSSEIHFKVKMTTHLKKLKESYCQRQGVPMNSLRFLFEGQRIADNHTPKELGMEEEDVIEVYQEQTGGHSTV
Scp-1 inhibitor – Scp-1 (human) phosphatase inhibition | Recombinant Scp1, phosphopeptide, malachite green phosphate absorbance | inhibition, % at 20 µM | 0.88% of 340,000 active | AID 493091;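 active = inhibition above about 50% at 20 µM, limit read from the data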;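 also: plate controls were DMSO wells with enzyme for no effect and wells lacking enzyme for full effect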
Target sequence (Q9GZU7 76-261 limits assumed): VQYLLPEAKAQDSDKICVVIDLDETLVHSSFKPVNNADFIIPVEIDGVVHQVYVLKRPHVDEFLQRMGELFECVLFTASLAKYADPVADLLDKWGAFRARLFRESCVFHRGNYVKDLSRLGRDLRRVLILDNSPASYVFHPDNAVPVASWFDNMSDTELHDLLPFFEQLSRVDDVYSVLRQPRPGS
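Test system: SCP-1 phosphatase catalytic domain, residues 76-261 | Compound dosing: One concentration, 20 µM, with 1.0% DMSO | Schedule: 45 min room-temperature reaction, 5 min colour, 30 min stabiliser | Detection: Absorbance at 630 nm | Read-out basis: % inhibition of SCP-1 phosphate liberation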
CendR NRP1 mod – modulators of CendR peptide binding to human neuropilin-1; O14786; FAM-RPARPAR peptide binding to NRP-1, fluorescence polarization; inhibition, % at 25 µM; 0.85% of 360,000 active; AID 602438;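 active = inhibition or corrected inhibition above about 18%, plus a signal ratio from 0.5 to 1.5, limit read from the data, passing the limit was not always enough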; also: strong numbers were not always called active
STEP block – blocks human striatal-enriched tyrosine phosphatase; AID 588621; 0.25% of 360,000 active; recombinant STEP, OMFP fluorogenic substrate, fluorescence; P54829; inhibition, % at 20 µM;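 active = inhibition at 20 µM, scaled per plate between control wells, above about 37%, limit read from the data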;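 also: 0% = DMSO with enzyme and substrate and 100% = substrate only without enzyme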
Target sequence (P54829 whole entry, looked up): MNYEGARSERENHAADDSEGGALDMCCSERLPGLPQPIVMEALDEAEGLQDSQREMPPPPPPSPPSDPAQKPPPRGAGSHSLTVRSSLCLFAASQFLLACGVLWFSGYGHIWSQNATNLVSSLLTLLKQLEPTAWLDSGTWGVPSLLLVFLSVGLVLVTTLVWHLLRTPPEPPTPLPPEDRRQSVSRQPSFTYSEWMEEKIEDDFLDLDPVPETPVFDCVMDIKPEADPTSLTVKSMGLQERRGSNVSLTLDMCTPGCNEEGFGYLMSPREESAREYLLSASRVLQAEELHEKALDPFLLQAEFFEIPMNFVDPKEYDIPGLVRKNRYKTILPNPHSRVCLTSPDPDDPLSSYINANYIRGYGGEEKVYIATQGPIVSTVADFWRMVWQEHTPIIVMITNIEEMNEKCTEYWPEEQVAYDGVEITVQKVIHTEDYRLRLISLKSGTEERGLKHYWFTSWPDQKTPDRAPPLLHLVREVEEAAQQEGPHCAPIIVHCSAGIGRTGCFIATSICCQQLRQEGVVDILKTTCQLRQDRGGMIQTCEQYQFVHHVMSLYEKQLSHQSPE
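medium = Bis-Tris buffer pH 6.0, 2.5 mM DTT, 0.005% Tween 20 | test system = STEP (striatal-enriched tyrosine phosphatase) enzyme, cell-free | measure = normalized % inhibition | compound dosing = 20 µM, 1% DMSO | also added = 25 µM OMFP | schedule = reaction 20 min, ambient temperature | measured by = fluorescence read at 480 nm ex / 540 nm em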
NadD inh – NadD (S. aureus) enzyme inhibition; purified NadD enzyme, colorimetric absorbance read-out; 0.78% of 360,000 active; inhibition, % at 20 µM; in the data active = inhibition above about 26%; also: some compounds past the cut are filed as inactive
Tb MetRS inh – Trypanosoma brucei MetRS inhibition; inhibition, % at 11.9 µM; 0.4% of 360,000 active; AID 624268; purified T. brucei MetRS, ATP depletion, Kinase-Glo luminescence;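 active = inhibition above a per-plate cutoff of the control wells' mean inhibition plus 3 SD, cut at about 5.5% in these data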;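 also: 0% = DMSO wells median and 100% = median of wells with control inhibitor compound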
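Material – parasite MetRS enzyme · Medium – HEPES-MgCl2-KCl buffer plus DTT, spermine, BSA, pyrophosphatase · Reagent – ATP, methionine and E. coli bulk tRNA substrates · Times – 15 min enzyme-compound preincubation, 2 h reaction, 10 min detection, 25 °C · Measured by – luminescence of leftover ATP · Evaluation – percent inhibition relative to median high and low control wells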
Neddyl block – inhibitors of human cullin neddylation; P61081+Q13564; TR-FRET cullin neddylation, biochemical; calls only at 25 µM; 0.58% of 360,000 active; AID 651699; in the data active = inhibition above about 36%
* = called active by the depositor; i = inactive; nt = no result given.

SMILES	SKN-1 inh	DNMT1 inh	LMPTP inh	SUMO1 PPI mod	Scp-1 inhibitor	CendR NRP1 mod	STEP block	NadD inh	Tb MetRS inh	Neddyl block
CC1CC(=O)Nc2ccccc2N1C(=O)Nc1ccc(F)cc1F (stereo not drawn)	-12	0	-0.8	0	-14	-5	-3	-10	0.0	i
NC(=O)c1ccccc1OCC(=O)c1ccc(Cl)cc1	3	0	0.3	5	12	13	0	-3	-0.6	i
O=C(Nc1nc2ccccc2[nH]1)c1cccc(S(=O)(=O)N2CCOCC2)c1	6	-2	-0.9	5	-7	0	-3	-1	-0.4	i
CN(C)Cc1cc(CCNC(=O)c2ccc(Cl)cc2)ccc1O	19	0	0.5	-1	-7	-12	-2	-1	-0.7	i
COC(=O)c1c(C)oc(C)c1S(=O)(=O)Nc1ccc(C(C)C)cc1	4	2	1.4	3	-4	3	2	-5	-0.2	i
CC1CCCC(NC2CCCCNC2=O)C1 (stereo not drawn)	9	3	-0.6	5	-5	-6	-6	1	-0.7	i
O=C(CN1C(=O)COc2ccccc21)N(Cc1cccnc1)Cc1ccccc1F	11	-1	-0.8	1	-11	4	-4	0	-0.2	i
O=C(CSc1nc2ccccc2c(=O)n1CCCN1CCOCC1)Nc1ccc(Br)cc1	9	0	-2.2	1	-4	14	2	-5	0.1	i
Cc1cccc(C2Nc3ccccc3C(=O)N2NC(=O)c2ccc([N+](=O)[O-])cc2)n1 (stereo not drawn)	5	6	-1.4	-26	-4	13	0	4	-0.8	i
Cc1cc(=O)n2nc(N3CCC(C(=O)NC(C)c4ccccc4)CC3)sc2n1 (stereo not drawn)	2	-1	0.0	3	-4	8	5	2	-0.9	i

At a glance, part of the list above.
SMILES	SKN-1 inh	DNMT1 inh	LMPTP inh	SUMO1 PPI mod	Scp-1 inhibitor	CendR NRP1 mod	STEP block	NadD inh	Tb MetRS inh	Neddyl block
CC1CC(=O)Nc2ccccc2N1C(=O)Nc1ccc(F)cc1F (stereo not drawn)	-12	0	-0.8	0	-14	-5	-3	-10	0.0	i
NC(=O)c1ccccc1OCC(=O)c1ccc(Cl)cc1	3	0	0.3	5	12	13	0	-3	-0.6	i
O=C(Nc1nc2ccccc2[nH]1)c1cccc(S(=O)(=O)N2CCOCC2)c1	6	-2	-0.9	5	-7	0	-3	-1	-0.4	i
CN(C)Cc1cc(CCNC(=O)c2ccc(Cl)cc2)ccc1O	19	0	0.5	-1	-7	-12	-2	-1	-0.7	i
COC(=O)c1c(C)oc(C)c1S(=O)(=O)Nc1ccc(C(C)C)cc1	4	2	1.4	3	-4	3	2	-5	-0.2	i
CC1CCCC(NC2CCCCNC2=O)C1 (stereo not drawn)	9	3	-0.6	5	-5	-6	-6	1	-0.7	i
O=C(CN1C(=O)COc2ccccc21)N(Cc1cccnc1)Cc1ccccc1F	11	-1	-0.8	1	-11	4	-4	0	-0.2	i
O=C(CSc1nc2ccccc2c(=O)n1CCCN1CCOCC1)Nc1ccc(Br)cc1	9	0	-2.2	1	-4	14	2	-5	0.1	i
Cc1cccc(C2Nc3ccccc3C(=O)N2NC(=O)c2ccc([N+](=O)[O-])cc2)n1 (stereo not drawn)	5	6	-1.4	-26	-4	13	0	4	-0.8	i
Cc1cc(=O)n2nc(N3CCC(C(=O)NC(C)c4ccccc4)CC3)sc2n1 (stereo not drawn)	2	-1	0.0	3	-4	8	5	2	-0.9	i

(more compounds)
SMILES	SKN-1 inh	DNMT1 inh	LMPTP inh	SUMO1 PPI mod	Scp-1 inhibitor	CendR NRP1 mod	STEP block	NadD inh	Tb MetRS inh	Neddyl block
COc1cccc(/C=N/n2c(N)nc3ccccc32)c1OC	7	0	7.2	-6	-2	7	2	1	0.1	i
O=C(c1ccc(F)cc1Cl)N1CCN(CCc2ccccc2)CC1	0	0	-0.4	10	0	1	1	4	-0.2	i
COc1ccc2[nH]c(=O)c(CN(C(=O)c3cccnc3)c3ccc(C)c(C)c3)cc2c1	-8	-1	-0.2	5	-7	21	1	0	0.9	i
C=CCn1c(=N)n(CC(=O)c2ccccc2)c2ccccc21	6	-2	2.1	5	-10	-5	0	-4	0.1	i
COc1ccc(-c2csc(NC(=S)NC(=O)/C=C/c3ccco3)n2)cc1Br	-2	40	1.8	5	3	-18	3	29	-0.3	i
COc1cccc(CNC(=O)CN2C(=O)COc3ccc(S(=O)(=O)N4CCCC4)cc32)c1	4	0	-4.0	1	-4	3	-5	-1	0.2	i
O=C1c2ccccc2C(=O)N1CCCn1c(=O)oc2ccccc21	-4	3	-1.4	-11	-4	-4	-1	-9	-0.7	i
O=C(CSc1ccccn1)Nc1ccc2c(c1)OCO2	3	-3	-0.9	0	-7	-6	1	1	-0.2	i
O=S(=O)(c1ccc2c(c1)OCCO2)N1CCNCC1	-3	2	-3.0	4	-7	-10	-4	-1	-0.3	i
O=C1CSC(c2ccc([N+](=O)[O-])cc2)N1c1ccccc1F (stereo not drawn)	12	4	-0.3	-26	-13	3	2	-1	-0.7	i
CCCCCCCC(=O)Oc1ccc(C(=O)Nc2cc(C)on2)cc1	-3	3	-1.8	2	-6	9	2	-2	-1.2	i
CCC(C)[C@@H](C(=O)NCC1CCC(C(=O)O)CC1)n1nnc2ccccc2c1=O (stereo partly drawn)	0	2	-1.0	4	-14	-4	0	-3	0.0	i
CCc1ccc(NC(=S)N(Cc2cccnc2)Cc2ccco2)cc1	-27	-1	0.2	-4	2	2	1	0	-0.4	i
COc1ccc([N+](=O)[O-])cc1C(=O)Nc1ccc(OCC(=O)N2CCOCC2)cc1	3	0	-1.3	-18	0	2	-2	1	-0.4	i
CCc1ccc(C(=O)COC(=O)C2CCN(c3ccc(C(F)(F)F)cn3)CC2)cc1	-7	0	3.1	3	-1	-15	4	12	-0.3	i
Cc1sc2nc(C3CC3)nc(N3CCN(C(=O)c4ccc(Cl)cc4)CC3)c2c1C	-12	-1	4.4	4	8	6	0	0	-0.5	i
Cc1ccccc1C(=O)Nc1ccc(S(=O)(=O)N2CCCC2)cc1	-12	2	0.9	-3	8	-5	1	-4	-0.6	i
O=C(NCc1ccc(F)cc1)NC(=O)c1ccc(Cl)cc1	-23	8	-1.8	2	-5	-1	-1	-7	-0.4	i
CNS(=O)(=O)/C=C/c1ccccc1	41	0	-0.8	-1	-9	-2	0	-7	-0.1	i
Cc1c(NC(=O)C(C)OC(=O)c2cccnc2Cl)c(=O)n(-c2ccccc2)n1C (stereo not drawn)	1	4	-0.6	-1	-4	16	-2	3	0.2	i
Cc1ccc(S(=O)(=O)Nc2c(C(=O)O)[nH]c3ccccc23)cc1C	0	-6	-1.3	-2	-3	-10	6	-1	0.0	i
CC(=O)OCC(OC(C)=O)C(OC(C)=O)C(OC(C)=O)C(=O)Nc1cccc(C)c1 (stereo not drawn)	-6	-1	-1.3	-2	-3	8	-2	-2	-0.9	i
CN(C)c1ccc(/C=C(\C#N)C(=O)Nc2nc3c(s2)CCN(Cc2ccccc2)C3)cc1	45*	2	12	-55	-2	126	-34	33*	-0.3	i
COC(=O)CCCC1=CC2=CC(=O)C(C)(OC(=O)c3cccs3)C(=O)C2=CN1C1CCCC1 (stereo not drawn)	23	-6	2.3	-14	-8	24	0	8	-0.1	i
COc1cc2[nH]c(=O)n(CCC(=O)N3CCN(c4cc(Cl)ccc4C)CC3)c(=O)c2cc1OC	10	-11	1.0	0	-2	-1	4	-6	0.2	i
COc1nc(NC2CCCCC2)nc(NC(C)(C)C)n1	30	0	1.2	4	3	-7	2	-2	-0.1	i
CC(=O)Nc1nonc1C(=O)N1CCC(C)CC1	-8	2	-1.2	0	-3	0	-2	0	-0.2	i
Cc1cc(Cl)ccc1OC(C)C(=O)Nc1cnn(CCCC(=O)O)c1 (stereo not drawn)	-10	2	-1.0	4	-2	4	0	1	0.1	i
C=CCOC(=O)C1=C(C)NC(=S)NC1/C=C/c1ccccc1 (stereo not drawn)	-43	-6	1.9	5	-1	10	-4	0	-1.5	i
Cc1cc(C)cc(NC(=O)CSc2nc3ccccc3nc2N2CCCC2)c1	-6	-6	3.6	0	-1	-4	0	6	-0.5	i
CCN(CC)S(=O)(=O)c1ccc(NC(=S)Nc2ccc(F)cc2)cc1	9	-1	-0.9	-2	-4	4	1	-3	-0.1	i
CC1CCCN(C(=O)COC(=O)CNS(=O)(=O)c2ccc3ccccc3c2)C1 (stereo not drawn)	16	0	-0.2	3	-1	13	-2	-6	-0.4	i
O=C(Cn1cc(C(=O)C2CC2)c2ccccc21)NCc1ccccc1	19	-1	-1.7	3	-5	6	2	3	0.0	i
N#C/C(=C(/O)COC(=O)c1cccnc1Cl)c1nc2ccccc2[nH]1	16	-24	-0.6	7	-6	-27	-2	-5	0.3	i
Fc1ccc(-c2nc(-c3cccs3)[nH]c2-c2ccc(F)cc2)cc1	17	-9	3.1	0	-6	-5	-1	9	0.2	nt
C=CCNc1nc(Cl)nc(NC2CCCCC2)n1	-2	0	-0.1	2	-5	-18	-1	-6	-0.4	i
OC(c1ccccn1)C1CCN(Cc2nc(C(c3ccccc3)c3ccccc3)no2)CC1 (stereo not drawn)	5	0	0.2	-2	7	6	-2	1	-1.4	i
Cc1ccc(NS(=O)(=O)c2ccc(OCC(=O)NCC3CCCO3)cc2)cc1 (stereo not drawn)	3	0	-1.0	0	-8	2	2	-2	0.0	i
COc1cccc(-c2nc(CS(=O)(=O)CC(=O)NCCc3ccc(OC)cc3OC)c(C)o2)c1	-4	-8	0.6	0	3	4	-4	-12	-0.4	i
Cc1ccnc(SCC(=O)Nc2cccc(S(=O)(=O)N3CCOCC3)c2)n1	16	2	-0.5	-4	-1	10	-3	1	0.2	i
Cc1cnc(SCc2ccc(Cl)cc2Cl)[nH]c1=O	12	1	1.7	5	-8	1	2	-6	0.7	i
COc1cc(C(=O)NNC(=O)CNC(=O)c2ccc(Br)o2)cc(OC)c1OC	20	5	0.4	2	0	-6	-4	0	-0.3	i
COc1ccc([N+](=O)[O-])cc1N(CC(O)CN(CC(C)C)CC(C)C)S(=O)(=O)c1ccccc1 (stereo not drawn)	3	-8	0.9	-11	3	3	2	-6	-0.3	i

Bioassay records deposited in PubChem BioAssay by several laboratories.
